# From PubChem BioAssay
# POLB inh: DNA polymerase beta (human) inhibition. P06746. 340,000 tested, 1.3% active. Potency, µM (top dose mostly 114 µM), inactives show at the highest dose activity change, negative = inhibition, most hits filed as inhibitors. AID 485314. Pol beta primer extension/strand displacement, fluorescence kinetic; also: potency is read from the fitted curve at half-maximal effect; % is scaled to controls: 0 for no effect and ±100 for the full control effect
#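 Enzyme-only controls used 10 nM Pol beta; buffer lacking enzyme served as negative control. Compound preincubated 15 min, then 50 nM substrate added; 0 and 10 min reads at room temperature.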
# Anesthetic bind: candidate novel general anesthetic via apoferritin binding | P02791 | apoferritin/1-aminoanthracene competitive binding, fluorescence | Potency, µM (highest dose often 77.5 µM), for the others: top-dose activity change, negative = displacement, actives largely listed as inhibitors | 350,000 tested, 0.074% active | AID 485281; also: potency is read from the fitted curve at half-maximal effect; % is scaled to controls: 0 for no effect and ±100 for the full control effect; nearly all actives have a fitted effect of over 20% in size
#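 Apoferritin-based anesthetic binding model; compound displacement of fluorescent 1-AMA measured as endpoint fluorescence after 10 minutes at room temperature, scaled to free-ligand and complex controls.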
# TRHR agonist: TRH receptor (human) agonism; TRHR cells, calcium flux fluo-8, FDSS agonist mode; activation, % at 2 µM; 360,000 tested, 0.18% active; P34981; AID 493084; in the data active = activation above about 30%; also: 0% is about no effect
#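 Steps: seed TRHR cells overnight; add fluo-8 no-wash Ca dye, RT 30 min–1.5 h; record 10 s baseline; pin-transfer compounds; monitor fluorescence 1 cycle/s for the agonist window. Calcium increases flag candidate agonists.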
# 12-LOX inh: ALOX12 (human) lipoxygenase inhibition; purified 12hLO, xylenol orange hydroperoxide absorbance; Potency, µM (doses to about 108 µM), for the others: top-dose activity change, negative = inhibition, most hits filed as inhibitors; 580,000 tested, 1.1% active; also: potency is read from the fitted curve at half-maximal effect; % is scaled to controls: 0 for no effect and ±100 for the full control effect
# Target sequence (P18054 whole entry, looked up): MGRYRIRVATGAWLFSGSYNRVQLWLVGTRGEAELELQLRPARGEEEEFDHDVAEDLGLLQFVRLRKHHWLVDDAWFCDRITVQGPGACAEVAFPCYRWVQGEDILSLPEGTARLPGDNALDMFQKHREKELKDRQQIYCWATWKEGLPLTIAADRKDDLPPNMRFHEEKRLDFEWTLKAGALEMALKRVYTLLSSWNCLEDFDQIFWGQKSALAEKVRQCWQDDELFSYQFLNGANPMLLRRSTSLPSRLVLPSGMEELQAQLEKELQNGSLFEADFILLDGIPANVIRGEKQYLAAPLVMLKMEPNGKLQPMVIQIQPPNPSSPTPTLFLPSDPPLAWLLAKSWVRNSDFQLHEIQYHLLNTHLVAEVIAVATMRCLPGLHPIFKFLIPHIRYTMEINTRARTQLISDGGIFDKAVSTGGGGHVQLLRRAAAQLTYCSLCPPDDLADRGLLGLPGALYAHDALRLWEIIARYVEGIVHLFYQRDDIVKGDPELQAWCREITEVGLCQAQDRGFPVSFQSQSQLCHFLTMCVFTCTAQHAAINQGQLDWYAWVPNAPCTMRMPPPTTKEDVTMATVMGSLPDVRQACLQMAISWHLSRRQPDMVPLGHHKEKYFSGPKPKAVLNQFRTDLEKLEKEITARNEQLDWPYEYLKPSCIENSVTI
#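 Hydroperoxide product was detected by ferrous iron/xylenol orange as the 573 to 405 nm absorbance ratio. Arachidonic acid at 40 uM (final) was turned over for 30 min at room temperature by 150 nM human 12hLO, pH 7.0 Hepes buffer, after 15 min compound preincubation.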
# ERG-DNA inh: blocks human ERG Ets domain binding to DNA; Potency, µM (doses to about 76.9 µM), for the others: at the highest dose FP activity, negative = inhibition, most hits filed as inhibitors; AID 624246; fluorescence polarization, His-ERG Ets domain / labelled DNA; 370,000 tested, 0.028% active; P11308; active = well fitted inhibition curve with a large enough effect in the polarisation, with a control signal flat; inconclusive = small, poorly fitted or top-dose-only effect, or effect the other way, or a change in a side signal; inactive = no such curve, though single readings can be large or run the other way; the % refers to the polarisation;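 also: polarization taken with two DNA probes labelled with fluorescein and Texas red; potency is read from the fitted curve at half-maximal effect; % of control where 0% means no effect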
#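 His-tagged ERG Ets domain (1 uM in the protein solution; 300mM KCl, 50mM Tris-HCl, 1mM EDTA, 1mM DTT, pH 7.5) received compound, then a probe mix of 5 nM fluorescein-DNA and 100nM Texas-615-DNA. Fluorescence polarization was read for both dyes.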
# POLI inh: DNA polymerase iota (human) inhibition | 390,000 tested, 1% active | Pol iota fluorescent replication assay, 10 min | Potency, µM (highest dose often 115 µM), inactives show at the highest dose activity, negative = inhibition, most hits filed as inhibitors | Q9UNA4 | AID 588590; also: potency is read from the fitted curve at half-maximal effect
#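 Fluorescent replication assay read twice, at 0 min and 10 min after adding 50 nM (final) substrate. Enzyme (10 nM) and compounds were first incubated 15 min at room temperature; enzyme-free buffer wells were negative controls.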
# Pol kappa inh: blocks human DNA polymerase kappa activity; 400,000 tested, 0.53% active; AID 588579; purified Pol kappa, fluorescent DNA synthesis assay, 10 min; Potency, µM (series often up to 107 µM), for the others: at the top dose activity, negative = inhibition, most hits filed as inhibitors; Q9UBT6; also: potency is read from the fitted curve at half-maximal effect; % is scaled to controls: 0 for no effect and ±100 for the full control effect
#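 Kinetic fluorescence screen: compound preincubated 15 min RT with 10 nM enzyme; 50 nM substrate (final) initiates; reads at 0/10 min.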
# BLM inh: blocks DNA unwinding by human BLM helicase. Potency, µM (highest dose often 56.1 µM), for inactives: at the top dose activity change, negative = inhibition, most hits filed as inhibitors. P54132. 350,000 tested, 0.2% active. recombinant BLM DNA unwinding, fluorescence dequenching. AID 2528;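 also: potency is read from the fitted curve at half-maximal effect; plate controls were vehicle for no effect and no enzyme for full effect; nearly all actives have a fitted effect of over 35% in size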
# APEX1 inh: blocks human APE1 abasic DNA cleavage | P27695 | Potency, µM (doses to about 65.8 µM), for inactives: at the top dose activity change, negative = inhibition, hits mostly inhibitors | AID 2517 | 350,000 tested, 0.35% active | recombinant APE1, TAMRA/BHQ-2 abasic DNA cleavage fluorescence;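 also: potency is read from the fitted curve at half-maximal effect; plate controls were vehicle for no effect and reference inhibitor for full effect; nearly all actives have a fitted effect of over 55% in size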
# Target sequence (P27695 whole entry, looked up): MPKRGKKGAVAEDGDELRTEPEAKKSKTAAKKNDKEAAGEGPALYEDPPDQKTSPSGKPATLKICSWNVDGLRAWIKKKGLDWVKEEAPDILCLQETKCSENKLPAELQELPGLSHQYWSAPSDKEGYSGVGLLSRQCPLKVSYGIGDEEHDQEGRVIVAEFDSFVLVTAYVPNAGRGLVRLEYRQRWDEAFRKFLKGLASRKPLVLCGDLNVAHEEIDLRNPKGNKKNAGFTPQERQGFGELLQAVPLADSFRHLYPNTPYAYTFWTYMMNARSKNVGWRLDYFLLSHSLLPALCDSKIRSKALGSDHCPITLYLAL
#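 Substrate: short duplex with […] THF abasic site, 5'-TAMRA and 3'-BHQ-2, 50 nM final. APE1 at 0.75 nM, preincubated 15 min RT with compound. Fluorescence increase from first to third read measured activity.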
# * = called active by the depositor; u = inconclusive; x = not tested or not shown; & = joins results of further samples; [ ] = remark or other dose. Unless noted, calls follow the shape of the dose curve; as a rule, active = well fitted curve in the direction sought with a large enough effect; inconclusive = small, poorly fitted or top-dose-only effect, or another doubt; inactive = no such curve, though single readings can be large; an effect the other way counts as inactive or inconclusive.
SMILES,POLB inh,Anesthetic bind,TRHR agonist,12-LOX inh,ERG-DNA inh,POLI inh,Pol kappa inh,BLM inh,APEX1 inh
O=C1CC(=C(c2ccccc2)c2ccccc2)C(=O)N1CCCN1CCN(c2cccc(Cl)c2)CC1,6%,u,-0.2,u,-1%,5%,-12%,-5%,-3%
CCn1c(/N=C/c2ccccc2O)nc2ccccc21,20%,-3%,-0.2,17%,-2%,80%[activator],-12%,0%,14%
O=C(NCc1ccccc1)c1ccc(Cl)cc1[N+](=O)[O-],24%,-10%,x,-16%,-11%,-9%,-10%,-1%,2%
CC1=C(C(=O)Nc2ccc(C)cc2C)C(c2ccc([N+](=O)[O-])cc2)n2ncnc2N1 (stereo not drawn),28%,-10%,0.9,3%,2%,6%,-11%,-1%,1%
O=C(NCC1COc2ccccc2O1)c1ccc(Cl)c(S(=O)(=O)N2CCOCC2)c1 (stereo not drawn),x,x,0.2,192%[activator],2%,-27%,-2%,x,u
COc1cccc(-c2cncnc2NCc2ccc(OC)cc2OC)c1,x,-1%,x,13µM*,x,x,-9%[60.1 µM],-1%,2%
O=C(c1ccc(Oc2ccc(C(F)(F)F)cc2[N+](=O)[O-])cc1)N1CCOCC1,16%,4%,0.3,0%,10%,13%,-6%,7%,18%
OC(CSc1c(Cl)cccc1Cl)CN1CCN(c2ccc(F)cc2)CC1 (stereo not drawn),6%,-8%,0.3,-14%,-1%,2%,-16%,-4%,11%
CCN(CC)CCNC(=O)c1cc(Sc2nnc(C)s2)nc2ccccc12,-15%,-7%,0.8,-20%,0%,-3%,-9%,138%[activator],-4%
CC(C)(C)c1ccc(CS(=O)(=O)CC2(O)CCN(C(=O)c3cccc(C(F)(F)F)c3)CC2)cc1,3%,-3%,0.3,-23%,-1%,16%,-10%,1%,-4%
O=C(COC(=O)CCC1CCCCC1)Nc1ccc(OC(F)F)cc1,-7%,u,0.6,65%[activator],1%,6%,-6%,-13%,-10%
CCCOc1ccc(N2C(=O)CC(NCC(=O)OCC)C2=O)cc1 (stereo not drawn),x,x,x,11%,1%,18%,-12%,x,x
Cc1cccc(OCCOC(=O)c2c(-c3ccccc3)noc2C)c1,0%,34%[activator],0.2,3%,3%,-3%,-4%,-16%,34%
COc1ccc(N2C(=O)CCC(C(=O)c3ccccc3)=C2C)cc1,10%,-13%,0.1,2%,-9%,-3%,-7%,-3%,13%
CN(C)CCNC(=O)c1ccc(-c2nn(C)c(=O)c3ccccc23)cc1,2%&19%,7%&-8%,-0.8&0.9,-16%&0%,-1%&-5%,3%&17%,-11%&-11%,-8%&-11%,3%
CCCN(Cc1nnc(-c2ccccc2Cl)o1)C(=O)c1oc2ccccc2c1C,x,x,0.8,3%,7%,40%[activator],-11%,x,21%
COCCNC(=O)CSc1nccn1Cc1ccc2c(c1)OCO2,32%,-7%,0.0,-6%,16%,168%[activator],-1%,-6%,1%
NNc1nc(-c2ccccc2)cc(-c2ccc(Br)cc2)n1,9%,-11%,-0.7,u,1%,-16%,-16%,-7%,13%
COCC(=O)Nc1c(C(=O)N2CCCC2)oc2ccccc12,18%,-8%,0.2,0%,4%,-22%,-27%,-5%,18%
Cc1c2ccncc2cc2c1[nH]c1ccccc12,x,x,x,0%,0%,u,-35%,x,x
CCCN1CCN(CCCNC(=O)c2ccc3c(c2)sc2nc(-c4ccc(C)cc4)cn23)CC1,-22%,-2%,0.2,u,-4%,16%,-10%,1%,x
COc1ccccc1NC(=O)Nc1nc(CC(=O)Nc2ccc(N(C)C)cc2)cs1,x,x,-0.7,u,24%,9%,-12%,x,-4%
Cc1ccc(C(=O)Nc2ccc(CN3CCCCC3)cc2)c(C)c1,6%,-7%,-1.9,-10%,10%,84%[activator],3%,0%,0%
NC(=O)CC(NC(=O)Cc1ccc(Cl)cc1)c1ccc(NCCOc2ccccc2)c([N+](=O)[O-])c1 (stereo not drawn),-6%,-19%,0.6,6%,-3%,10%,-1%,-2%,2%
COC(=O)CC1C(=O)NCCN1C(=O)c1ccc([N+](=O)[O-])cc1 (stereo not drawn),9%,-9%,0.7,-7%,-5%,37%[activator],-1%,0%,-12%
CCCCCCCCCCCCN1C(=O)CSC1c1cccnc1 (stereo not drawn),u,-7%,-0.6,u,-4%,144%[activator],-14%,-17%,-4%
COc1ccc(CCn2c(=N)c(C(=O)NCc3ccco3)cc3c(=O)n4cccc(C)c4nc32)cc1,u,u,0.7,0%,0%,u,-23%,36%[activator],-3%
COc1ccc2oc(C(=O)Nc3nc(C)cs3)c(C)c2c1,x,x,-0.7,22%,-1%,17%,-12%,x,19%
C[C@H](NS(=O)(=O)c1ccc(Cl)cc1)C(=O)OCC(=O)NCCc1ccc(S(N)(=O)=O)cc1,x,x,x,u,-6%,32%,6%,x,x
Cc1ccc(NC(=O)CSCC(=O)NNC(=O)c2ccoc2C)cc1,x,x,-0.1,-7%,-1%,18%,6%,x,21%
Cc1cc(/C=C2/NC(=O)N(Cc3ccccc3F)C2=O)c(C)n1C,-5%,3%,0.5,-29%,-15%,13%,4%[60.1 µM],-4%,7%
Cn1c(Cn2c(=O)sc3ccccc32)nnc1SCC(=O)N1CCN(c2ccccc2)CC1,3%,-3%,-0.2,10%[57.4 µM],-17%,22%,2%,5%,-2%
O=C(CCC(=O)c1ccc(Br)cc1)Nc1ccc(F)cc1,36%,-7%,-0.1,-27%,-8%,15%,2%,-2%,6%
COC(=O)CSc1ncnc2c(C)csc12,40%,4%,0.7,236%[activator],-5%,8%,-1%,1%,-3%
Cc1noc(C)c1C(=O)N1CCC[C@@]2(CCN(C(=O)Nc3cccc(C#N)c3)C2)C1,x,x,x,-21%[57.4 µM],x,x,-1%[60.1 µM],4%,4%
COc1c(N)c2c(c([N+](=O)[O-])c1OC)C(=O)OC2,x,x,x,-14%,2%,56%[activator],-14%,x,x
O=C(COc1cc2oc(=O)c3c(c2cc1Cl)CCC3)NCCCn1ccnc1,40%,-14%,-0.5,8%,2%,-21%,-10%,28%,-1%
CC(C)c1ccc(NC(=O)[C@H](Cc2c[nH]c3ccccc23)NC(=O)[C@@H]2Cc3ccccc3CN2)cc1,-22%,u,-0.6,-26%,5%,58%[activator],0%,-5%,-4%
O=C(O)C1=C[C@@H](c2csc3ccccc23)C[C@@H](OCc2ccc(CO)cc2)O1,-13%,-19%,-0.3,-6%,16%,11%,10%,1%,0%
CCCN1CCC(=O)N([C@H](COc2ccccc2)c2ccccc2)CC1,-13%,-8%,4.2,x,-20%,-2%&25%,12%&16%,-1%,51%[activator]
CCc1cc2cc(C(=O)Nc3ccccc3F)sc2s1,-13%,-16%,-0.8,-24%,2%,-25%,-8%,-5%,-3%
Cc1[nH]n(C2=NCCS2)c(=O)c1N=Nc1ccccc1,-7%,-15%,0.2,-15%,9%,61%[activator],2%,-3%,-2%
COc1ccc(CCNC(=O)CN(Cc2ccc(Cl)cc2)S(C)(=O)=O)cc1,28%,-3%,0.4,-1%,7%,15%,-7%,1%,8%
COc1ccc(CCNc2oc(-c3ccccc3OC)nc2C#N)cc1OC,-4%,-5%,0.6,251%[activator],9%,4%,-3%,-2%,-6%
CCOc1ccc(NCc2nnc(SCc3ccc(Cl)cc3)n2-c2ccccc2)cc1,-3%,-6%,-0.5,-14%,-8%,0%,-12%,-6%,-4%
Cc1cc(C(=O)NCc2cc(C)n(C)n2)sc1-c1ccccc1,-15%,-12%,-0.7,-18%,1%,3%,0%,-2%,0%
Fc1cc(Cl)ccc1NC1=NCCCCC1,54%,-1%,1.5,5%,9%,-24%,-2%,3%,-2%
CCNC(=S)N1CCN(c2cccc(C(F)(F)F)c2)CC1,26%,-2%,0.1,-29%,-11%,-5%,-5%,0%,-5%
CCOC(=O)c1c(C)c(C(=O)NCc2ccc(Cl)cc2)c(C)n1C,4%,-1%,0.2,0%,0%,32%[activator],-5%,-7%,x
CCOC(=O)/C=C/C(=O)Nc1ccccc1-c1ccccc1NC(=O)/C=C/C(=O)OCC,-1%,-7%,-1.5,-5%,-2%,-2%,-3%,-3%,0%
# Carrying on:
SMILES,POLB inh,Anesthetic bind,TRHR agonist,12-LOX inh,ERG-DNA inh,POLI inh,Pol kappa inh,BLM inh,APEX1 inh
Nc1c(C(=O)CSc2nnc(-c3ccccc3F)o2)c(=O)[nH]c(=O)n1C1CC1,x,x,0.8,8%,-12%,19%,-3%,x,-9%
COc1ccc(-c2cn(CCC(=O)O)c(C)n2)cc1,x,x,0.0,8%,-9%,-1%,8%,x,8%
CCCc1cc(=O)[nH]c(SCC(=O)N2CCN(c3ccccc3OC)CC2)n1,11%,0%,0.0,-17%,-2%,30%[activator],14%,2%,x
COc1ccc(S(=O)(=O)N(CC(=O)NC2CC2)C2CCCCC2)cc1Cl,60%,-14%,0.0,-2%,x,u,-3%,-1%,-17%
O=C(COc1ccc(Cl)cc1)NCC(=O)N/N=C/c1cccs1,u,-4%,-1.3,-20%,-2%,-26%,-15%,-5%,-4%
COc1ccc(C(=O)/C(C)=N/O)cc1OC,u,-18%,0.1,4%,x,-13%,-6%,-3%,0%
C=CCNC(=S)N(CC=C)C1CCS(=O)(=O)C1 (stereo not drawn),44%,-2%,0.3,-25%,-2%,14%,3%,3%,24%

# An excerpt from above in order of their number in APEX1 inh, ascending.
SMILES	POLB inh	Anesthetic bind	12-LOX inh	ERG-DNA inh	POLI inh	Pol kappa inh	BLM inh	APEX1 inh
Fc1cc(Cl)ccc1NC1=NCCCCC1	54%	-1%	5%	9%	-24%	-2%	3%	-2%
CCOC(=O)/C=C/C(=O)Nc1ccccc1-c1ccccc1NC(=O)/C=C/C(=O)OCC	-1%	-7%	-5%	-2%	-2%	-3%	-3%	0%
COc1ccc2oc(C(=O)Nc3nc(C)cs3)c(C)c2c1	x	x	22%	-1%	17%	-12%	x	19%

# A portion of the library, so the mix of outcomes need not match the whole.
